From PubChem
Vc quorum ag: inducers of Vibrio cholerae quorum light production without autoinducers | V. cholerae BH1578 lux reporter, luminescence, 6 h | activation, % at 18.7 µM | 350,000 compounds, 0.16% hits; in the data active means activation mostly above about 9.7%, no sharp cut-off; inconclusive means no clear call, values can overlap the other calls; inactive means mostly below about 3.7%; further: not every result past the cut was called active; inactives centre near 0; reference of the scale not given here
3CLpro inhibitor: SARS-CoV 3CLpro protease inhibition; P0C6X7; recombinant SARS-CoV 3CLpro, quenched FRET peptide cleavage; inhibition, % at 6 µM; 290,000 compounds, 0.14% hits; AID 1706; in the data active means inhibition above about 12%
TcdB inh: TcdB glycohydrolase inhibition | P18177 | TcdB glycohydrolase enzymatic assay, plate reader | inhibition, % at 9.99 µM | 350,000 compounds, 0.24% hits | AID 652162; in the data active means inhibition above about 10%
PrPC surface inh: inhibitors of human cell surface prion protein PrPC | P04156 | TR-FRET read-out | inhibition, % at 13.8 µM | 370,000 compounds, 0.43% hits | AID 720596; in the data active means inhibition above about 24%; further: 0% = median of the test wells and 100% = reference compound wells
BoNT-A LC inh2: BoNT A light chain protease inhibition | AID 588499 | inhibition, % at 10 µM | 360,000 compounds, 0.17% hits | multiplex microsphere protease substrate cleavage, flow cytometry; further: plate controls were buffer without enzyme for full effect and enzyme alone for no effect
SSB-PriA inh: inhibitors of Klebsiella pneumoniae PriA binding to SSB C-terminal tail; inhibition, % at 33 µM; 430,000 compounds, 0.6% hits; AlphaScreen SSBct-PriA binding, biotinylated peptide; in the data active means inhibition mostly above about 37%, no sharp cut-off; inactive means mostly below about 20%;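 further: plate controls were negative control peptide for no effect and reference peptide for full effect; strong numbers were not always called active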
PfHsp40 yeast: compounds rescuing yeast from Plasmodium falciparum HSP40 toxicity. S. cerevisiae expressing PfHsp40, growth rescue, ATP luminescence. growth rescue, % at 12.5 µM. 340,000 compounds, 0.68% hits. AID 504582; in the data active means growth rescue above about 28%, passing the limit was not always enough; inconclusive means no clear call, values can overlap the other calls;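 further: yeast W303a lacking pdr1 and pdr3 grown in galactose medium; growth measured after three days at 30 °C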
Yp Topo-I inh: Y. pestis Topo-I inhibition via cleavage products; Y. pestis Topo-I cleavage product accumulation, plate reader; activity, % at 10 µM; 360,000 compounds, 0.064% hits; AID 504884; in the data active means activity above about 50%, passing the limit was not always enough; inconclusive means no clear call, values can overlap the other calls; further: inactives centre near 2
Anthrax LF inh2: inhibitors of Bacillus anthracis lethal factor protease. inhibition, % at 10 µM. P15917. 360,000 compounds, 0.12% hits. AID 588501. multiplex microsphere protease cleavage assay, LF; further: plate controls were buffer without enzyme for full effect and enzyme alone for no effect
The depositor's hits bear a star; i = inactive; ? = inconclusive; nt = not tested or not shown; & = joins results of further samples. Unless noted, no stated cut-off is given here; in the data, active means inhibition above about 30%; inconclusive means no clear call, values can overlap the other calls; inactive means below that.

no.	SMILES	Vc quorum ag	3CLpro inhibitor	TcdB inh	PrPC surface inh	BoNT-A LC inh2	SSB-PriA inh	PfHsp40 yeast	Yp Topo-I inh	Anthrax LF inh2
1	O=c1n(-c2ccc(Br)cc2)cnn1-c1ncccc1[N+](=O)[O-]	-1.4	12	2.5	-7	0.3	2	0.7	2	0
2	Cc1cc(C)nc(N2CCC(C(=O)NC3CCCCCC3)CC2)n1	i	0	nt	3	1.0	-11	-0.7	-3	-3
3	CCn1cc(C(=O)NN)c(=O)c2cc(F)c(N3CCN(C)CC3)cc21	1.9	-5	2.7	-1	-2.8	-10	0.4	4	-4
4	Cc1cc2ncc(-c3ccc(Cl)cc3)cn2n1	i	0	0.2	-1	0.0	1	-0.3	8	-2
5	COc1ccc(N2CCN(c3ccc([N+](=O)[O-])nc3)CC2)cc1	-0.2	4	-1.1	-3	0.0	4	-0.1	-7	-2
6	COc1ccc(-n2nc(C(=O)NCC(=O)Nc3cccc(NC(C)=O)c3)c3ccccc3c2=O)cc1	i	10	-0.1	-30	0.1	-8	1.0	6	-3
7	CC(=O)N(c1cc(C)ccc1C)c1ccccc1[N+](=O)[O-]	i	nt	5.7	-9	0.0	4	-0.4	1	-2
8	c1ccc(NCc2nc3ccccc3n2CCOc2ccccc2)cc1	0.3	5	nt	10	-0.8	9	1.7	8	0
9	Cc1ccc2c(C)c(C(=O)N3CCN(c4ncccn4)CC3)oc2c1C	-0.3	4	1.1	2	-1.2	85*	-1.5	11	0
10	CCN(Cc1ccc(OC)c(F)c1)C(=O)c1cc2ccccc2o1	-4.0	6	-0.6	-5	1.0	-49	-3.0	43	7
11	CCOc1ccc(N=C2NC(=O)C(CC(=O)Nc3ccc(OC)cc3)S2)cc1 (stereo not given)	-0.6	3	0.1	-3	0.0	0	-0.7	-6	-1
12	CC1(C)Cc2c(C#N)c(SCC(=O)O)nc(N3CCOCC3)c2CO1	5.3	nt	-0.2	-4	-0.8	-3	-0.8	-3	-2
13	CC(=O)Nc1ccc(NC(=O)c2cc(=O)c3ccccc3o2)cc1	-0.2	1	-0.2	-28	1.6	-1	2.3	-2	2
14	CCCc1cc(C(=O)Nc2ccn(Cc3ccc(C)cc3)n2)no1	-0.3	4	2.4	6	-0.7	-16	2.2	2	-2
15	CCOC(=O)c1c(NC(=O)c2cc(-c3ccc(O)cc3)on2)sc(C(C)=O)c1C	-0.4	0	-0.5	-1	-0.8	-7	-0.5	2	-2
16	CSc1nc2c(ccc3ccccc32)o1	-0.3	-12	nt	-1	-0.1	-24	-1.3	-3	-1
17	Cc1ccc(NC2CCCN(C(=O)C3CCCCC3)C2)cc1C (stereo not given)	i	2	1.2	2	11	17	1.0	13	-3
18	COc1ccc(-n2c(=O)cc(N3CCOCC3)[nH]c2=O)cc1	i	0	nt	-1	-1.4	-13	-0.5	1	-1
19	Cc1cc(-c2cc(C(=O)NCc3ccccc3)on2)nc(NC2CCCC2)n1	i	nt	1.1	3	-0.4	-13	2.5	18	5
20	CCOC(=O)c1c(C)[nH]c(C(=O)OC(C)C(=O)NC2CCCCC2C)c1C (stereo not given)	i	nt	0.8	-4	-0.5	0	0.6	-2	-4
21	COC(=O)c1nc(NC(=O)C(C)C)n[nH]1	-2.8	-1	-0.1	3	-0.5	-5	22	-6	1
22	CCOC(=O)N1CCN(c2c(N3CCN(c4ccccn4)CC3)c(=O)c2=O)CC1	-0.4	3	1.8	-5	-0.3	0	0.5	-1	0
23	CCCOc1ccc(N2CC(C(=O)Nc3ccccc3C(=O)NCc3ccco3)CC2=O)cc1 (stereo not given)	i	-4	0.5	-8	-0.7	-2	0.0	9	2
24	CCOC(=O)c1c(NC(=O)CN(CC)CC)sc2c1CCC2	i	-1	2.0	-4	0.6	-10	-1.0	38	-3
25	Cc1ccc(C)c(NC(=S)N(C)CCO)c1	nt	-1	1.2	-7	-0.8	2	-0.7	2	0
26	CCOCCCNC(=S)N1CCCN(c2nc3cc(C)ccc3cc2C#N)CC1	-0.5	-4	-1.2	-1	-0.4	-4	0.0	14	4
27	COC(=O)c1ccc(NC(=O)c2ccccc2NS(C)(=O)=O)cc1	nt	-2	nt	2	-1.8	-8	-1.2	-4	-3
28	COc1cc(/C=C/C(=O)N2CCN(C(=O)/C=C/c3cc(OC)c(OC)c(OC)c3)CC2)cc(OC)c1OC	-8.8	-4	nt	nt	0.3	0	-0.8	12	-9
29	Cc1ccccc1NC(=O)CSc1nnc(Cc2ccccc2)c(=O)n1N	5.6	nt	0.2	3	-0.7	-2	-0.2	4	-1
30	Cc1cccc(NC(=O)CCCCCN2C(=O)[C@@H]3Cc4ccccc4CN3C2=O)c1	i	1	-0.2	2	0.8	4	-0.4	24	-3
31	COC(=O)c1sc(N)nc1C(C)(C)C	0.3	2	nt	1	-0.2	-10	1.1	-1	-1
32	Cc1cc(-c2ccccc2)n2ncnc2n1	-0.6	1	-2.6	28*	?	-14	-1.1	4	-10
33	COc1cc2ccccc2cc1C(=O)OCC(=O)N1CCOCC1	nt	-6	nt	7	-0.4	-6	1.3	2	-2
34	O=C(Cn1cnc([N+](=O)[O-])n1)N/N=C/c1cc(Cl)ccc1O	i	3	-9.1	8	-1.0	nt	-1.2	-7	0
35	COc1cc(OC)cc(-c2c(-c3ccc(F)cc3)c3cc(-c4ccc5cc[nH]c5c4)ccc3n2C)c1	i	nt	-1.2	-3	0.1	-14	-1.1	-14	-5
36	COc1ccc(NS(=O)(=O)c2ccc(NC(=O)C3CC3)cc2)cc1	-0.2	-4	0.6	13	3.2	-9	2.3	-2	0
37	CC(=O)Nc1ccccc1-c1ccccc1[N+](=O)[O-]	-5.6	nt	-0.2	2	-0.6	-4	-0.6	-2	-3
38	Cc1cc(NC(=O)Cc2c(F)cccc2Cl)no1	-0.8	-4	nt	6	-0.4	-2	-0.1	-4	-8
39	CCOc1ccc(S(=O)(=O)n2cc(-c3ccc(F)cc3)c(N)n2)cc1	-0.2	2	nt	4	2.1	-3	2.4	11	1
40	CCOc1ccccc1CN1CCN(Cc2ccc(C)o2)CC1CCO (stereo not given)	-0.6	-2	-0.5	-6	0.5	1	0.7	-4	0
41	COc1ccc(Br)cc1CN(C)CC(=O)Nc1ccccc1Cl	-0.2	-1	0.5	1	-0.4	-26	0.8	18	1
42	C[C@@H]1C=C(C(=O)N2CCOCC2)O[C@H](OCc2ccc(CO)cc2)C1	i	2	-0.7&0.6	-3	0.6	1	-1.3	-10	2
43	CC(C(=O)NCCC1=CCCCC1)N1C(=O)c2ccccc2C1=O (stereo not given)	-1.8	5	nt	-2	0.0	-19	-1.6	-6	0
44	CN1CCc2c1nc1ccccc1c2N=C1CCCN1Cc1ccccc1	-0.2	3	0.4	-3	1.2	0	0.5	16	1
45	CCOc1ccc(NC(=O)c2cc(Cl)nc3ccccc23)cc1	-0.6	4	0.7	5	-3.5	4	-0.2	11	2
46	O=C(CC1Sc2ccccc2NC1=O)NNc1ccc(F)cc1 (stereo not given)	-8.4	nt	-0.9	18	0.1	-5	0.2	-8	-7
47	Cc1ccc(C(=O)COC(=O)CN2C(=O)C3C4C=CC(C4)C3C2=O)cc1[N+](=O)[O-] (stereo not given)	-0.6	-3	nt	nt	-3.4	-1	-0.7	-3	2
48	CN(C)S(=O)(=O)Oc1cccc(C(=O)Nc2ccc([N+](=O)[O-])cc2)c1	i	6	0.4	9	0.2	-10	-0.7	-9	-3
49	S=C(Nc1ccc2c(c1)OCO2)N1CCCC1	-0.5	5	0.4	0	0.3	3	-0.8	-1	-5
50	CC/C(O)=C1\C(=O)CCCC1=NCCc1nc2ccccc2[nH]1	-1.1	2	nt	nt	-0.5	nt	0.3	-4	4

Two of these compounds in another layout.
37	CC(=O)Nc1ccccc1-c1ccccc1[N+](=O)[O-]
  Vc quorum ag: -5.6	3CLpro inhibitor: nt	TcdB inh: -0.2	PrPC surface inh: 2	BoNT-A LC inh2: -0.6	SSB-PriA inh: -4	PfHsp40 yeast: -0.6	Yp Topo-I inh: -2	Anthrax LF inh2: -3

31	COC(=O)c1sc(N)nc1C(C)(C)C
  Vc quorum ag: 0.3	3CLpro inhibitor: 2	TcdB inh: nt	PrPC surface inh: 1	BoNT-A LC inh2: -0.2	SSB-PriA inh: -10	PfHsp40 yeast: 1.1	Yp Topo-I inh: -1	Anthrax LF inh2: -1

A run of entries from the list above:
no.	SMILES	Vc quorum ag	3CLpro inhibitor	TcdB inh	PrPC surface inh	BoNT-A LC inh2	SSB-PriA inh	PfHsp40 yeast	Yp Topo-I inh	Anthrax LF inh2
36	COc1ccc(NS(=O)(=O)c2ccc(NC(=O)C3CC3)cc2)cc1	-0.2	-4	0.6	13	3.2	-9	2.3	-2	0
37	CC(=O)Nc1ccccc1-c1ccccc1[N+](=O)[O-]	-5.6	nt	-0.2	2	-0.6	-4	-0.6	-2	-3
38	Cc1cc(NC(=O)Cc2c(F)cccc2Cl)no1	-0.8	-4	nt	6	-0.4	-2	-0.1	-4	-8
39	CCOc1ccc(S(=O)(=O)n2cc(-c3ccc(F)cc3)c(N)n2)cc1	-0.2	2	nt	4	2.1	-3	2.4	11	1
40	CCOc1ccccc1CN1CCN(Cc2ccc(C)o2)CC1CCO (stereo not given)	-0.6	-2	-0.5	-6	0.5	1	0.7	-4	0
41	COc1ccc(Br)cc1CN(C)CC(=O)Nc1ccccc1Cl	-0.2	-1	0.5	1	-0.4	-26	0.8	18	1
42	C[C@@H]1C=C(C(=O)N2CCOCC2)O[C@H](OCc2ccc(CO)cc2)C1	i	2	-0.7&0.6	-3	0.6	1	-1.3	-10	2
43	CC(C(=O)NCCC1=CCCCC1)N1C(=O)c2ccccc2C1=O (stereo not given)	-1.8	5	nt	-2	0.0	-19	-1.6	-6	0
44	CN1CCc2c1nc1ccccc1c2N=C1CCCN1Cc1ccccc1	-0.2	3	0.4	-3	1.2	0	0.5	16	1
45	CCOc1ccc(NC(=O)c2cc(Cl)nc3ccccc23)cc1	-0.6	4	0.7	5	-3.5	4	-0.2	11	2
46	O=C(CC1Sc2ccccc2NC1=O)NNc1ccc(F)cc1 (stereo not given)	-8.4	nt	-0.9	18	0.1	-5	0.2	-8	-7
47	Cc1ccc(C(=O)COC(=O)CN2C(=O)C3C4C=CC(C4)C3C2=O)cc1[N+](=O)[O-] (stereo not given)	-0.6	-3	nt	nt	-3.4	-1	-0.7	-3	2

Later entries
no.	SMILES	Vc quorum ag	3CLpro inhibitor	TcdB inh	PrPC surface inh	BoNT-A LC inh2	SSB-PriA inh	PfHsp40 yeast	Yp Topo-I inh	Anthrax LF inh2
51	Cc1ccc(NS(=O)(=O)c2ccccc2F)cc1S(=O)(=O)N1CCCCC1	-0.3	nt	-0.4	-4	-3.2	1	0.5	6	-2
52	CC(c1ccco1)N(C(=O)c1ccc(F)cc1)c1ccccn1 (stereo not given)	-1.4	4	0.1	-9	-0.6	-6	-1.0	8	-2
53	CCNCc1ccccc1OCc1ccccc1	-0.3	0	-1.0	-2	-2.5	-3	-0.2	-1	-2
54	CCCN(CC(=O)Nc1ccccc1OC)C(=O)c1cccc(S(=O)(=O)NCc2ccccc2)c1	-0.7	nt	1.3	-6	-1.2	-1	nt	-3	0
55	CC(C)CCN1CCN(Cc2nc3c(s2)CCCC3)CC1CCO (stereo not given)	-0.4	6	2.0	5	-0.5	1	0.5	1	-2
56	COc1cccc(CC(=O)Nc2ccc(S(=O)(=O)Nc3nccs3)cc2)c1	i	nt	0.8	4	-0.3	-2	-0.8	11	-2
57	CC1CN(S(=O)(=O)c2ccc(C(=O)Nc3sccc3C(N)=O)cc2)CC(C)O1 (stereo not given)	-0.2	-5	-0.2	2	-0.4	0	0.0	3	-3
58	O=C(CCn1c(=O)oc2ccccc21)Nc1ccc(C(=O)O)cc1	-0.5	1	1.0	-6	-1.4	4	-0.9	3	4
59	CCOC(=O)c1oc2ccccc2c1NC(=O)C(C)(C)C	i	2	0.6	-7	0.0	-21	-0.4	-4	2

These rows are one share of the data. The share of hits here may be higher or lower than overall.
